mHTT CaM bind: disrupts binding of mutant huntingtin to calmodulin; P42858; hit rate 3.6% among 190,000; inhibition, % at 15 µM; AlphaScreen His-mHTT/GST-CaM binding, luminescence;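 note: 0% = both proteins with DMSO and 100% = one protein alone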
Target sequence (P42858 whole entry, looked up, stated change not applied): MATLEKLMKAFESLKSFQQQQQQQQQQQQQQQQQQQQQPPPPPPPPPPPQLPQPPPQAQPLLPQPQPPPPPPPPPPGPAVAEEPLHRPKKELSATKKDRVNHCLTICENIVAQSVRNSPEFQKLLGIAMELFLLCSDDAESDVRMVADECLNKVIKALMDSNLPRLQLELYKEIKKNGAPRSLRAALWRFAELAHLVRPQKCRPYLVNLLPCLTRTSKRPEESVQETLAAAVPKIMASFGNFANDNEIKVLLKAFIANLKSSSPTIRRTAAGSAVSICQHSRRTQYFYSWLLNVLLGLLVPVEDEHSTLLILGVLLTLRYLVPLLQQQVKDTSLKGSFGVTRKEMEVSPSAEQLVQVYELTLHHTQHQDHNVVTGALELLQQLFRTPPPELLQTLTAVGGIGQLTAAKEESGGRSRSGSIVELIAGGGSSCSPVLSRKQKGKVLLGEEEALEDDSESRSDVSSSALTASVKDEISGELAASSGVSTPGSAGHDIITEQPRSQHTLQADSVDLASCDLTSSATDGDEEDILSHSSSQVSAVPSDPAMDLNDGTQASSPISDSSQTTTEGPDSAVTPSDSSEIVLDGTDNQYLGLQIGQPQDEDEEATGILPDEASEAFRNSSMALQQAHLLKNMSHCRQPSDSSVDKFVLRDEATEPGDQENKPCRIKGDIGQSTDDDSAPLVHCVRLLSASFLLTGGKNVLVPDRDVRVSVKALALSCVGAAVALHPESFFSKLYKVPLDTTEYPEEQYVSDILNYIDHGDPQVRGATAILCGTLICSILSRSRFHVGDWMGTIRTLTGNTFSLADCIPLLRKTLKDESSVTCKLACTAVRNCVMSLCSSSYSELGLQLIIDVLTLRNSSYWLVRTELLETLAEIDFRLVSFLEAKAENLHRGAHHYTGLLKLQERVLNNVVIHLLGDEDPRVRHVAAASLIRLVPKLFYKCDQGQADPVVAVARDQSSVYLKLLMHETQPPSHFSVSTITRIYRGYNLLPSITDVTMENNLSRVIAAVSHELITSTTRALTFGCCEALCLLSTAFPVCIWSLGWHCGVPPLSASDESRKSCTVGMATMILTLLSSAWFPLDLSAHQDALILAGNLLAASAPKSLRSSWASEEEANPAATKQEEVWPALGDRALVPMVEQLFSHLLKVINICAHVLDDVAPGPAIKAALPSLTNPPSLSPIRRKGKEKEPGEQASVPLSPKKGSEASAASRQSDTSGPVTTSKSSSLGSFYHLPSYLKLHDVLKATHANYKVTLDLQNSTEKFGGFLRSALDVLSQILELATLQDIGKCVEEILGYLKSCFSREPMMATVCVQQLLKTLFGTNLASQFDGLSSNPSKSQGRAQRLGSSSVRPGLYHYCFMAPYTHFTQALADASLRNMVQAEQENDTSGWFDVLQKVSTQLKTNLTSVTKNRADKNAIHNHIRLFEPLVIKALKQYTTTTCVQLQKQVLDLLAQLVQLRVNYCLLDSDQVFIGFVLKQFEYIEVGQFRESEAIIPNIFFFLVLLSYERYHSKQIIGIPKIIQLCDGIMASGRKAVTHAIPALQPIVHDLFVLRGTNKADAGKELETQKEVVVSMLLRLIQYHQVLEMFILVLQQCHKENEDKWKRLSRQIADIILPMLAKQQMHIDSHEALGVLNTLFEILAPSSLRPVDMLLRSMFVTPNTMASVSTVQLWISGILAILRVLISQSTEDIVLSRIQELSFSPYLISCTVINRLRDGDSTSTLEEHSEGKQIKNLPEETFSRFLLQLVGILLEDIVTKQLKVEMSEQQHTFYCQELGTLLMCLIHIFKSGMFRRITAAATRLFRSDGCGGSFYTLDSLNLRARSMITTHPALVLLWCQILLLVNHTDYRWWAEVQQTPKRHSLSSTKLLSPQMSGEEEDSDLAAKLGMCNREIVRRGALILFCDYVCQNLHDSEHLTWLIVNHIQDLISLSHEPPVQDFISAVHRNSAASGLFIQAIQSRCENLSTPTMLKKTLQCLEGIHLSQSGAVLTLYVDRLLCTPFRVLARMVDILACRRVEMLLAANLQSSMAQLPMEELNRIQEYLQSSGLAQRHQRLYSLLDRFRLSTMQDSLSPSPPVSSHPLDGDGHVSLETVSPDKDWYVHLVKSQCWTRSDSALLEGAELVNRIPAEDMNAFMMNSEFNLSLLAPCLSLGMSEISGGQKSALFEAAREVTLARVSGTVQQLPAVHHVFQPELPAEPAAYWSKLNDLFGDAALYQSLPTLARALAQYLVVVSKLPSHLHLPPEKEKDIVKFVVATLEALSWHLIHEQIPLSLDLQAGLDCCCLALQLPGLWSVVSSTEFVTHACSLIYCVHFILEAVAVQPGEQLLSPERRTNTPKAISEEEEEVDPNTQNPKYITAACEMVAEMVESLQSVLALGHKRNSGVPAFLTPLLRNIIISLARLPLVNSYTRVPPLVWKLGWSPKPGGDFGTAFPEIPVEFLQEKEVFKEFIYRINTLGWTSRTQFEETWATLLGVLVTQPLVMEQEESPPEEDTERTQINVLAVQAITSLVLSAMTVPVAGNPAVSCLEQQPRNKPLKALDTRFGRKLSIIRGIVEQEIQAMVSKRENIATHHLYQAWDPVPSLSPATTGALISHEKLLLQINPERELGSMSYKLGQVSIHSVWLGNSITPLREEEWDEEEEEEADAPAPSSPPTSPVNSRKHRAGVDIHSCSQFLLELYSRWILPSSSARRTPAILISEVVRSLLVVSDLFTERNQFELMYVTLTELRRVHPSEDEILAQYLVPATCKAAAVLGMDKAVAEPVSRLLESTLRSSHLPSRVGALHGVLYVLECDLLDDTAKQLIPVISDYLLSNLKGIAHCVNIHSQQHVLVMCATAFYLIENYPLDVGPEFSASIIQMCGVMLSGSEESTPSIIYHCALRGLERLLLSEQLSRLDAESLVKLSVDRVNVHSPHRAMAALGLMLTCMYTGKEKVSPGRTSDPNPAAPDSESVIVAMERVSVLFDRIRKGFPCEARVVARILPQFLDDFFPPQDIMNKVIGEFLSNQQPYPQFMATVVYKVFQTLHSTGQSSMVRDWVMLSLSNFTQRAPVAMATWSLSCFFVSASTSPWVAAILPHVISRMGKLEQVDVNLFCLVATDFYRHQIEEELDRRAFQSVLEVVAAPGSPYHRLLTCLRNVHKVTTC
Pf apPOL inh: Pf-apPOL DNA polymerase inhibition | hit rate 0.25% among 210,000 | Recombinant Pf-apPOL, molecular beacon fluorescence, 1.5 h | AID 1794808 | inhibition, % at 10 µM
The depositor's hits bear a star; nt = no result given; & = joins results of further samples. Cut-off read from the data, not from the text of the source: active = inhibition above about 50%; inactive = the rest. Hits appear at their usual frequency; 3.7% or so of the library scored in one or more.

SMILES	mHTT CaM bind	Pf apPOL inh
O=C(c1ccoc1)N1CCCC(Nc2ncnc3c2CCC3)C1 (stereo not drawn)	-8	-3
O=C(CCN1C(=O)c2ccccc2C1=O)N1CCN(c2ccccn2)CC1	3&-4	-9&1
CC(=O)Oc1ccc2oc(-c3ccccc3)c(C(N)=O)c2c1	-6	2
Cc1cccc(NS(=O)(=O)c2ccc3nncn3c2)c1	-1	-6
O=c1/c(=C/c2cccc([N+](=O)[O-])c2)sc2nc(-c3ccccc3Br)nn12	7	-3
O=C1c2ccccc2-c2nc3cc(Br)cnc3nc21	3	-6
Cc1ccc2c(Nc3ccc(F)c(C#N)c3)c(C(=O)N3CCC(C)CC3)cnc2n1	8	4
CN1C2C=C3C(C#N)=C(N)C(C#N)(C#N)[C@@H](c4cccnc4)[C@@H]3C1CC2 (stereo partly drawn)	-1	nt
[O-][n+]1onc(C(c2ccccc2)c2ccccc2)c1C(c1ccccc1)c1ccccc1	-23	nt
CCn1ccnc1N1CCN(C(=O)CC23CC4CC(CC(C4)C2)C3)CC1	8	-1
Cc1ccc(N=C2C(=O)N(CN3CCC(C)CC3)c3ccccc32)c(C)c1	35	-9
O=C(CNC(=O)C1CCCCC1)Nc1nc(COc2ccccc2)cs1	3	-1
O=C(NCc1ccccc1F)C1CCCN(c2nn3c(=O)c4c(nc3s2)CCCC4)C1 (stereo not drawn)	-2	-2
CCOC(=O)c1cc2c(c(CSc3ccc(Cl)cc3)c1)OCOC2	nt	-1
Cc1ccc2c(c1)N(C)/C(=C/c1cccc[n+]1C)S2	7	-9
CC(C)(C)OC(=O)N1CCCC(C(=O)Nc2cccc(C(=O)NCCCc3ccccc3)c2)C1 (stereo not drawn)	39	2
COc1cccc2cc(-c3cn4c(n3)sc3cc(F)ccc34)c(=O)oc12	2	-2
O=C(Cn1nc(N2CCCC2)c2ccccc2c1=O)Nc1ccc(F)c(Cl)c1	-9	1
COCCC1CCN(C(=O)CN(C)C(=O)c2ccsc2)CC1	-7	-6
CCOC(=O)N1CCN(C(=O)NC23CC4CC(CC(C4)C2)C3)CC1	-1	nt
O=C(NCc1ccccc1F)C1CC(=O)N(Cc2ccc(F)cc2)C1 (stereo not drawn)	9	0
Cc1ccc(C(=O)N2N=C(c3ccc(Cl)cc3)CC2(O)C(F)(F)F)cc1 (stereo not drawn)	35	-4
Cc1cc(I)ccc1Nc1nc(Cl)nc(NCc2ccco2)n1	3	-2
CCn1c(=O)c2c(ncn2CC)n(-c2ccc(Cl)cc2)c1=O	-8	4
Cc1nn(-c2ccccc2)nc1C(=O)Oc1ccc(C(C#N)=Cc2ccc(C(F)(F)F)cc2)cc1	nt	-3
CSc1ccccc1NC(=O)CC1SC(=N)NC1=O (stereo not drawn)	1	-2
COC(=O)C(C)Oc1ccc2c(c1)OC(=Cc1ccc(OC)c(OC)c1OC)C2=O (stereo not drawn)	-3	1
O=C(c1ccccc1)N1CCN(C(C(=O)N2CCSCC2)C2CCCC2)CC1 (stereo not drawn)	2	-3
CCC(=O)N1CCN(c2nc3c(s2)CC(C(=O)Nc2ccc(C)c(C)c2)CC3)CC1 (stereo not drawn)	9	-4
O=C(c1ccc(C(=O)N2CCOCC2)nc1)N1CCOCC1	-5	0
O=[N+]([O-])c1ccc(CN2CCN(C/C=C/c3ccccc3)CC2)o1	3	-1
Cc1cc(C)c2nc3s/c(=C\c4cc5c(cc4[N+](=O)[O-])OCO5)c(=O)n3c2c1	-3	-1
O=C(c1ccc(Cl)cc1Cl)N1CCN(c2cc(N3CCCC3)c(F)cc2[N+](=O)[O-])CC1	5	-1
Cc1cc(-c2nc(-c3cccnc3)no2)ccc1[N+](=O)[O-]	6	-8
COc1cccc(/C=C2\N=C(c3ccc(C)c(C)c3)OC2=O)c1	-5	5
Cn1nccc1C(=O)NC1CCCN(c2cc(N3CCCC3)ncn2)C1 (stereo not drawn)	11	-3
O=C(Nc1ncn[nH]1)c1ccccc1	14	1
COCC(C)(O)CNC(=O)c1cc(C)on1 (stereo not drawn)	-10	-3
O=C1c2ccc(Br)cc2C(=O)N1CNc1ccc(Cl)cc1	-4	2
O=[N+]([O-])C(CO)(CO)c1ccccc1	nt	-6

Profiles from above.
Results for `Cc1cc(-c2nc(-c3cccnc3)no2)ccc1[N+](=O)[O-]` = mHTT CaM bind: 6; Pf apPOL inh: -8
Results for `Cc1cc(C)c2nc3s/c(=C\c4cc5c(cc4[N+](=O)[O-])OCO5)c(=O)n3c2c1` = mHTT CaM bind: -3; Pf apPOL inh: -1

The results go on:
SMILES	mHTT CaM bind	Pf apPOL inh
Cc1ccc(C(=O)Nc2ccccc2Cl)c(Cl)c1	-21	-2
CC(C)(C)c1ccc(C(=O)N2N=C(c3ccc([N+](=O)[O-])cc3)CC2(O)C(F)(F)F)cc1 (stereo not drawn)	41	1
O=C1C(=Cc2c[nH]c3ccccc23)Oc2c1ccc(O)c2CN1CCCC1	26	-12
Cc1nc2ccccc2n1C(=O)c1ccc(F)cc1	-7	-6
COC(=O)c1ccc(C=C2Oc3cc(O)ccc3C2=O)cc1	-4	0
CC(Oc1ccc(Cl)cc1Cl)C(=O)Nc1ccc([N+](=O)[O-])cc1 (stereo not drawn)	4	-3
Cc1ccc(NC(=O)COc2ccccc2)c(N)c1	1	-2
Fc1ccc(CN2CCCN(c3ncccc3-c3nc(C4CC4)no3)CC2)c(Cl)c1	-75	-2
COc1ccc(-c2noc(C3CCCN3C(=O)c3cc(F)ccc3F)n2)cc1 (stereo not drawn)	-2	0
CC1=NN(c2cccc(Cl)c2)C(=O)/C1=C/c1cc2c(cc1Cl)OCO2	4	12
Cc1cc(CNS(=O)(=O)c2ccc(N3CCOCC3)nc2)c(C(F)(F)F)o1	nt	-11
CSc1sc(C(=O)NC(=O)NCc2ccncc2)c(C)c1-c1ccon1	nt	-2
O=c1c2c(-c3cccs3)csc2ncn1-c1ccccc1	3	-3
Cc1cc(C(=O)Nc2cccc(I)c2)ccc1[N+](=O)[O-]	0	0
CC(=O)Nc1nc(-c2cccs2)cs1	16	3
COc1ccc(OC)c(C(O)CN2CCN(c3ccc(C)cc3)CC2)c1 (stereo not drawn)	7	3
CCC(=O)NCCc1csc(C2CCCN(C(=O)c3ccco3)C2)n1 (stereo not drawn)	10	-5
COc1ccc(-c2cc(-c3ccccc3)cc(-c3ccc(Br)cc3)n2)cc1	nt	-6&-6
c1ccc(C(c2ccccc2)N2CCN(c3ncnc4[nH]ncc34)CC2)cc1	0	-2
COCCCn1c(=N)c(C#N)cc2c(=O)n3ccccc3nc21	4	-13
Cn1c(C(C#N)=C(O)c2ccc(S(=O)(=O)N3CCCC3)cc2)nc2ccccc21	-12	-3
Cc1c(Cl)c(C)c([N+](=O)[O-])c(O)c1C=Nc1ccc2oc(-c3ccncc3)nc2c1	2	2
CCN(CC)S(=O)(=O)c1ccc(F)c(C(=O)NC2CCCC(C)C2C)c1 (stereo not drawn)	-1	0
O=S(=O)(Nc1ccc(CN2CCN(c3ccccn3)CC2)cc1)c1ccc(Cl)cc1	10	-5
Cc1cc(C2CCCN2C(=O)c2c(Br)cnn2C)on1 (stereo not drawn)	-4	3
COc1ccccc1-c1noc(C2CCCN2C(=O)Cc2cccs2)n1 (stereo not drawn)	-5	-1
Cc1ccc2cc3cc(C(=O)Nc4ccc(C(F)(F)F)cc4)oc3nc2c1	3	-2
CC1=CCC(c2nnco2)C(c2ccc([N+](=O)[O-])cc2)C1 (stereo not drawn)	0	-8
O=C(Nc1nc2ccc(Cl)cc2s1)c1csc(Nc2ccccn2)n1	-18	-2
COc1ccc(C(=O)Nc2ccc([N+](=O)[O-])cc2Br)cc1	1	-4
O=C(Nc1sc2c(c1C(=O)NCC1CCCO1)CCCC2)c1ccccc1Br (stereo not drawn)	-11	-5
NC(=O)c1ccc(Sc2nc3ccccc3s2)c([N+](=O)[O-])c1	12	3
O=C(Nc1cccn2nc(C3CC3)nc12)c1cccs1	-1	0
Cc1noc(C)c1C(=O)c1c(C)[nH]n(-c2ccccc2)c1=O	nt	1
Cc1[nH]n(-c2ccc([N+](=O)[O-])cc2)c(=O)c1C=NCCN1CCN(C(=O)C(C)C)CC1	0	-4
Cc1noc(-c2ccnc(SCC(=O)Nc3cccc(C(F)(F)F)c3)c2)n1	-24	0
O=C(O)c1ccc2c(c1)C(=O)N(NC(=O)c1ccncc1)C2=O	-8	2
O=C(NCc1ccccc1Cl)C(=O)NCC(c1ccco1)N1CCOCC1 (stereo not drawn)	-7	-5
Cc1ccc(CNC(=O)C2CCN(C(=O)Cc3ccccc3)CC2)cc1	2	-13
NC(=O)Cc1ccc(OCC(=O)Nc2ccc(OC(F)(F)F)cc2)cc1	-4	-3
CC(CNC(=O)c1ccc(Cl)cc1)NC(=O)c1ccc(Cl)cc1 (stereo not drawn)	-4	-1
Brc1cc(-c2ccccc2)ccc1OCc1cn2cccnc2n1	11	-3
CC1CCC2(CC1)NC(=O)N(CC(=O)Nc1ccc(C(C)C)cc1)C2=O (stereo not drawn)	8	-1
COc1cccc(-c2c3c([nH]c(=O)c2C#N)CCc2cc(OC)ccc2-3)c1	nt	-4
CCOc1cccc(C2CC(c3ccc(C)cc3C)=NC3(CCN(C(C)=O)CC3)N2)c1O (stereo not drawn)	8	4
COc1ccc(CNC(=O)C2(C)CCCN(S(=O)(=O)c3c(C)cc(C)cc3C)C2)cc1 (stereo not drawn)	-2	-5
CC(C)c1ccc(C=Nc2ccc(C(=O)O)cc2)cc1	nt	-7
Cn1nc(-c2nc(Cc3ccccc3)no2)c2c1CCN(C(=O)C1CCCCC1)C2	-6	-6
Cc1cc(C)cc(C(=O)N2CCCC(C(=O)NCc3cccc(Br)c3)C2)c1 (stereo not drawn)	6	3
Cc1ccccc1C1OC2(C(=O)c3ccccc3C2=O)C2C(=O)N(C3CCCCC3)C(=O)C12 (stereo not drawn)	6	-2

New compounds follow
SMILES	mHTT CaM bind	Pf apPOL inh
CC(C)C(=O)Nc1ccccc1Br	-2	-3
CCOc1ccccc1NC(=O)c1cc(C)n2nccc2n1	2	-4
Cc1nc(-c2ccccn2)[nH]c(=O)c1CC1CC1	nt	-15
CCCN(CCC)CCCNS(=O)(=O)c1cc(Br)cc2c1N(C(C)=O)CC2	2	-3
COc1ccc(NC(=O)CSc2ccc(Cl)cc2)c(OC)c1	-8	2
COc1cc(OC)c(C2C(C#N)=C(N)Oc3n[nH]c(C(C)(C)C)c32)cc1OC (stereo not drawn)	4	-24
CCCCn1c(C2CCCCC2)nc2oc3ccccc3c(=O)c2c1=O	10	-15
C=CCN1[C@H](CC(C)C)COc2cc(N3CCSCC3)ccc2S1(=O)=O	-4	6
CCOc1ccccc1C1C(C#N)=C(N)OC2=C1C(=O)CCC2 (stereo not drawn)	-7	7
COc1ccc(N2CC(C(=O)Nc3ccccc3I)CC2=O)cc1 (stereo not drawn)	-1	-4
COc1ccc(-n2nc3cc(C)c(NC(=O)COc4ccccc4C)cc3n2)cc1	-3	-1
CCS(CC1CC1(Cl)Cl)=NS(=O)(=O)c1ccc(C)cc1 (stereo not drawn)	3	-8
NC(=S)c1csc([N+](=O)[O-])c1	nt	-7
CCN1CCN(C(=O)c2c(C(C)C)nn(-c3cccc(Cl)c3)c2C(C)C)CC1	33	-5
Cc1sc2ccn(C)c(=O)c2c1C(=O)NCC1CCCCC1	3	-3
COc1cccc(C=C2Oc3c(CN4CCCC4)c(O)c(CN4CCCC4)c(C)c3C2=O)c1OC	18	-10
CN=C1/C(=C/c2ccc(C(C)(C)C)cc2)COC/C1=C/c1ccc(C(C)(C)C)cc1	32	nt
CCN1/C(=C/c2cccc[n+]2C)Sc2cc(NC(C)=O)ccc21	7	-5
CCN1C(=O)CCc2cc(NC(=O)C3CC3)ccc21	-7	-7
COc1cc(OC)cc(C(=O)NCC(O)Cc2ccccc2)c1 (stereo not drawn)	-19	-10
O=C(O)CCn1c(SCc2cc(=O)n3ccccc3n2)nc2ccsc2c1=O	7	-6

Sorted by formula weight (smallest number first): 19 of the compounds above
SMILES	mHTT CaM bind	Pf apPOL inh
COCC(C)(O)CNC(=O)c1cc(C)on1 (stereo not drawn)	-10	-3
Cc1nc(-c2ccccn2)[nH]c(=O)c1CC1CC1	nt	-15
Cc1ccc(C(=O)Nc2ccccc2Cl)c(Cl)c1	-21	-2
CCOc1ccccc1NC(=O)c1cc(C)n2nccc2n1	2	-4
O=C(c1ccc(C(=O)N2CCOCC2)nc1)N1CCOCC1	-5	0
O=C(O)c1ccc2c(c1)C(=O)N(NC(=O)c1ccncc1)C2=O	-8	2
COCCC1CCN(C(=O)CN(C)C(=O)c2ccsc2)CC1	-7	-6
NC(=O)c1ccc(Sc2nc3ccccc3s2)c([N+](=O)[O-])c1	12	3
CN1C2C=C3C(C#N)=C(N)C(C#N)(C#N)[C@@H](c4cccnc4)[C@@H]3C1CC2 (stereo partly drawn)	-1	nt
Cc1ccc2cc3cc(C(=O)Nc4ccc(C(F)(F)F)cc4)oc3nc2c1	3	-2
CC1=NN(c2cccc(Cl)c2)C(=O)/C1=C/c1cc2c(cc1Cl)OCO2	4	12
Cc1ccc(C(=O)N2N=C(c3ccc(Cl)cc3)CC2(O)C(F)(F)F)cc1 (stereo not drawn)	35	-4
Cc1noc(-c2ccnc(SCC(=O)Nc3cccc(C(F)(F)F)c3)c2)n1	-24	0
CCN1CCN(C(=O)c2c(C(C)C)nn(-c3cccc(Cl)c3)c2C(C)C)CC1	33	-5
O=C(O)CCn1c(SCc2cc(=O)n3ccccc3n2)nc2ccsc2c1=O	7	-6
Cc1c(Cl)c(C)c([N+](=O)[O-])c(O)c1C=Nc1ccc2oc(-c3ccncc3)nc2c1	2	2
CCC(=O)N1CCN(c2nc3c(s2)CC(C(=O)Nc2ccc(C)c(C)c2)CC3)CC1 (stereo not drawn)	9	-4
Cc1cc(C)cc(C(=O)N2CCCC(C(=O)NCc3cccc(Br)c3)C2)c1 (stereo not drawn)	6	3
COc1ccc(CNC(=O)C2(C)CCCN(S(=O)(=O)c3c(C)cc(C)cc3C)C2)cc1 (stereo not drawn)	-2	-5
